# Screening results (PubChem BioAssay)
# M5 antag: human M5 muscarinic receptor antagonists, primary screen, CHO cells, Fluo-8 calcium fluorescence. Muscarinic acetylcholine receptor M5 (Homo sapiens), P08912. CHO-hM5 cells, ACh EC80. inhibition, % at 3 µM. actives 0.59% (n = 360,000);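 active means inhibition above a per-plate cutoff, the mean of that plate's test compounds plus 3 SD, cut at about 27% in these data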;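 further: 0% = acetylcholine EC80 with DMSO and 100% = DMSO without agonist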
# Target sequence (P08912 whole entry, looked up): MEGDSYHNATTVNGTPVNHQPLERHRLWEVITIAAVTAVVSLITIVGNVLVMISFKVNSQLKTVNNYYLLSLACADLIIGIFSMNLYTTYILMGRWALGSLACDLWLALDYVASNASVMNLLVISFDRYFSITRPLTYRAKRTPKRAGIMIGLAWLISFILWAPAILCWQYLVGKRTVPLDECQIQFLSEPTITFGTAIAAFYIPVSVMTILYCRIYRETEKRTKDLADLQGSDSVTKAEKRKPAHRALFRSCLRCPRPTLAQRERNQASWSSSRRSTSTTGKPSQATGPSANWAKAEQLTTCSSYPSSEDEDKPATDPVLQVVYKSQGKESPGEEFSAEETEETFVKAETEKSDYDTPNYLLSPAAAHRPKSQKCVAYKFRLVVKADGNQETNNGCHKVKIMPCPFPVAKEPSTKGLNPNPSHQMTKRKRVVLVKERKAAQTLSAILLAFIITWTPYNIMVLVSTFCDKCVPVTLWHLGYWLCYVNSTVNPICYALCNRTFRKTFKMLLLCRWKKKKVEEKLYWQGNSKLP
# CHRM5 PAM: human M5 muscarinic receptor positive allosteric modulators, primary screen, CHO-K1 cells, Fluo-8 calcium fluorescence | activation, % at 3 µM | actives 0.3% (n = 360,000) | CHO-K1 hM5, ACh EC20 PAM; 0% = ACh EC20, 100% = ACh EC100 | Muscarinic acetylcholine receptor M5 (Homo sapiens), P08912;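 active means activation above the run cutoff, the mean activation of all test compounds plus 3 SD, cut at about 18% in these data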
#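 Replicates: One well per compound, no replicates | System: Human M5 receptor in CHO-K1 cells | Benchmarks: Low control EC20 acetylcholine (0%), high control EC100 acetylcholine (100%) | Probe or stimulus: Acetylcholine, EC20 level | Times: Fluo-8 loading 80 min at 37 °C plus 30 min room temperature | Signal: Intracellular calcium via Fluo-8 fluorescence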
# CHRM1 PAM: human M1 muscarinic receptor positive allosteric modulators, primary screen, CHO-K1 cells, Fluo-8 calcium fluorescence, 1536-well; Muscarinic acetylcholine receptor M1 (Homo sapiens), P11229; CHO-K1 hM1, ACh EC20; 0% = ACh EC20, 100% = maximal ACh; activation, % at 3 µM; actives 0.088% (n = 360,000); in the data active means activation above about 19%, passing the limit was not always enough
# Target sequence (P11229 whole entry, looked up): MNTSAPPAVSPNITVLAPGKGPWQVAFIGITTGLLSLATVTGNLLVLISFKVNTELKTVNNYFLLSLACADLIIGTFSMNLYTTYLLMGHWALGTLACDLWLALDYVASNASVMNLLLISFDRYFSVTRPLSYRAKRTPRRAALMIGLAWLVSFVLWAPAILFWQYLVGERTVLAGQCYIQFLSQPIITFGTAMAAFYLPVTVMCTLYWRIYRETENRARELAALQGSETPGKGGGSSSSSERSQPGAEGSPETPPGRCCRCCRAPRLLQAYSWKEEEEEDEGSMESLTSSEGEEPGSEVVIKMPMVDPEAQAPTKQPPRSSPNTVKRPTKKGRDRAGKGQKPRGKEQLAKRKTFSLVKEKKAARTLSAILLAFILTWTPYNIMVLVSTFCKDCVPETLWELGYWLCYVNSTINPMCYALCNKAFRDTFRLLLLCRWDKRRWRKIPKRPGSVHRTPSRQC
# CHRM5 agonist: human M5 muscarinic receptor agonists, primary screen, CHO-K1 cells, Fluo-8 calcium fluorescence. CHO-K1 hM5 cells; 0% DMSO wells, 100% maximal acetylcholine response. activation, % at 3 µM. actives 0.19% (n = 360,000);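 active means activation above the run's mean over test compounds plus 3 SD, cut at about 23% in these data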;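 further: signal is peak over basal fluorescence ratio across the kinetic read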
# M4 ag: human M4 muscarinic receptor agonists, primary screen, CHO-K1 cells, Fluo-8 calcium fluorescence; AID 624127, 2012; Muscarinic acetylcholine receptor M4 (Homo sapiens), P08173; CHO-K1 hM4/Gqi5; vehicle 0%, full acetylcholine response 100%; activation, % at 3 µM; actives 0.14% (n = 360,000);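 active means activation above the run mean over all test wells plus 3 SD, cut at about 32% in these data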;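 further: peak over basal fluorescence ratio per well then scaled between controls; 0% = DMSO wells and 100% = acetylcholine at EC100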
# CHRM1 antagonist: human M1 muscarinic receptor antagonists, primary screen, CHO-K1 cells, Fluo-8 calcium fluorescence, 1536-well; CHO-K1 hM1, ACh EC80 antagonist; inhibition, % at 3 µM; actives 1.3% (n = 360,000);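 active means percent inhibition above its own plate's cutoff, namely the mean of that plate's compound wells plus 3 SD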;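 further: peak over basal fluorescence ratio during 140 s after agonist addition; 0% = ACh EC80 plus DMSO and 100% = DMSO alone without agonist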
# M4 PAM: human M4 muscarinic receptor positive allosteric modulators, primary screen, CHO-K1 cells, Fluo-8 calcium fluorescence. Muscarinic acetylcholine receptor M4 (Homo sapiens), P08173. CHO-K1 hM4/Gqi5, ACh EC20; 0% = ACh EC20, 100% = maximal ACh. activation, % at 3 µM. actives 0.4% (n = 360,000). AID 624126, 2012;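 active means activation above its plate's cutoff, the mean activation of sample wells plus 3 SD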; further: some results filed as inactive read as strong as hits
# M4 antag: human M4 muscarinic receptor antagonists, primary screen, CHO cells, Fluo-8 calcium fluorescence; Muscarinic acetylcholine receptor M4 (Homo sapiens), P08173; CHO-hM4 cells, ACh EC80; inhibition, % at 3 µM; actives 0.73% (n = 360,000); AID 624125, 2012;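 active means inhibition above its plate's cutoff, the mean inhibition of sample wells plus 3 SD, cut at about 27% in these data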;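 further: 0% = acetylcholine EC80 with DMSO and 100% = DMSO without agonist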
# CRFBP-R2 agonist: agonists of CRF-BP/CRF-R2 complex, primary screen, cell-based, HEK293, calcium dye fluorescence, uHTS | CRF-binding protein / CRF receptor 2 complex (human) | AID 588473, 2011 | activation, % at 13.2 µM | actives 0.46% (n = 350,000) | calcium dye fluorescence (FLIPR); percent of saturating CRF peptide response;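 active means activation of at least 50%, plus an integration ratio under a set limit after plate pattern correction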;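 further: plate controls were neutral control wells without compound for no effect and CRF at EC100 for full effect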
# * = called active by the depositor; · = no result given; & = joins results of further samples; ! = repeats disagree.
SMILES,M5 antag,CHRM5 PAM,CHRM1 PAM,CHRM5 agonist,M4 ag,CHRM1 antagonist,M4 PAM,M4 antag,CRFBP-R2 agonist
Cc1ccc(NC(=O)c2cc3ccccc3o2)cc1S(=O)(=O)N(C)C,5,-8,5,-9,2,-7,-1,7,-0.4
O=C(Oc1ccc(Cl)cc1N1C(=O)CCC1=O)c1ccco1,-8,9,6,-3,1,-15,2,1,1.4
COc1cc(CN2CCN(Cc3ccc(SC)cc3)CC2)cc(OC)c1O,-6,-5,9,-4,1,-5,0,4,-0.8
CC(C)NC(=O)CN1C(=O)CSc2ccc(S(=O)(=O)N3CCCC3)cc21,16,2,2,-2,0,-7,1,4,4.2
CC1(C(=O)NCc2ccccc2)CN(S(C)(=O)=O)CC(=O)N1CCc1ccccc1F (stereo not drawn),10,-10,·,2,8,·,7,-9,·
CCOc1cccc(C(=O)N/N=C/c2coc3ccccc3c2=O)c1,3,-5,-6,-3,3,-11,6,2,0.9
Cc1ccn2c(C(=O)NN=C3CCCCCCC3)c(C)nc2c1,-2,12,6,3,5,-5,15,-2,-1.4
Cc1ccc(OCC(=O)NNC(=O)C2CCCO2)c(C)c1 (stereo not drawn),2,3,7,0,2,-4,9,-6,-0.4
Cc1ccc(-c2n[nH]c(=S)n2-c2ccccc2)cc1,-6,1,6,-5,1,7,16,-23,-3.2
CCOC(=O)CN1C(=O)CN(c2ccc(C)cc2)C1=O,5,3,5,-2,2,-9,6,-5,-1.3
CN(CC(=O)Nc1cc(Cl)cc(Cl)c1)Cc1cccs1,9,-1,6,-4,0,-11,-9,7,0.1
O=S(=O)(NCc1nnnn1-c1ccc(F)cc1)c1ccc(F)cc1,-2,-1,5,0,0,-6,6,-13,-1.4
O=S(=O)(NCCSc1ccc(Cl)cc1)c1ccc2c(c1)OCCO2,-9,0,1,-4,0,-23,4,-8,7.7
CCN(c1ccc(C(=O)CSc2nnc(C3CC3)n2C2CC2)cc1)S(C)(=O)=O,1,0,5,2,5,-4,-1,2,-0.1
CC(C)(C)c1ccc(-c2cc(-c3ccccc3O)[nH]n2)cc1,-8,7,-1,1,-1,3,-9,4,4.5
O=C(O)C1CCC(CNS(=O)(=O)c2ccc(Cl)cc2)CC1 (stereo not drawn),2,1,8,-4,1,-17,0,-21,1.0
CCc1ccc(NC(=O)N(Cc2ccco2)C(C)c2cccs2)cc1 (stereo not drawn),2,-8,4,1,-2,-3,-1,8,-1.1
CCC1Oc2ccccc2N(CC(=O)NCC2CCCO2)C1=O (stereo not drawn),6,5,12,0,2,-7,7,-4,30
CCOC(=O)C1C(=O)NC(N2CCN(c3ccccc3)CC2)=NC1c1ccccc1 (stereo not drawn),-7,3,3,1,2,-4,10,-13,-0.9
NC(=O)[C@@H]1CCCNc2c(F)cc([N+](=O)[O-])cc2C(=O)N[C@@H](CO)C(=O)N[C@@H](Cc2ccc(O)cc2)C(=O)N1,15,-5,10,1,1,-3,6,-2,-0.4

# 3 entries drawn at random from those above:
SMILES,M5 antag,CHRM5 PAM,CHRM1 PAM,CHRM5 agonist,M4 ag,CHRM1 antagonist,M4 PAM,M4 antag,CRFBP-R2 agonist
CCC1Oc2ccccc2N(CC(=O)NCC2CCCO2)C1=O (stereo not drawn),6,5,12,0,2,-7,7,-4,30
CCN(c1ccc(C(=O)CSc2nnc(C3CC3)n2C2CC2)cc1)S(C)(=O)=O,1,0,5,2,5,-4,-1,2,-0.1
CCOC(=O)C1C(=O)NC(N2CCN(c3ccccc3)CC2)=NC1c1ccccc1 (stereo not drawn),-7,3,3,1,2,-4,10,-13,-0.9

# (cont.)
SMILES,M5 antag,CHRM5 PAM,CHRM1 PAM,CHRM5 agonist,M4 ag,CHRM1 antagonist,M4 PAM,M4 antag,CRFBP-R2 agonist
c1ccc2c(c1)cnc1ccccc12,10&0,0&6,7&9,-2&-8,0&0,-13&-14,-11&0,11&-3,0.0&-6.5
Cc1oc(-c2ccc(Cl)cc2)nc1CS(=O)CC(=O)NC1CCCCCC1 (stereo not drawn),-2,0,5,-4,1,-10,0,-5,-1.4
CC(=O)NC(c1cc(Cl)c2cccnc2c1O)C1CC1 (stereo not drawn),6,3,5,3,1,-12,5,-4,-1.2
O=C(C1CCN(c2ncnc3c2nc2n3CCCCC2)CC1)N1CCN(c2cccc(Cl)c2)CC1,14,-11,-16,0,18,27,-10,7,0.2
COC(=O)/C(=C/c1ccc(OC)cc1)NC(=O)c1ccco1,2,-5,-2,1,1,7,-3,3,0.1
CC1(C)CC(Cc2ccc(C(=O)c3ccccc3)cc2)N(C(=O)OC(C)(C)C)N1 (stereo not drawn),-8,7,3,5,1,-12,3,-18,0.3
NC(=O)COC(=O)c1ccc2noc(-c3ccccc3)c2c1,-1,1,12,0,0,-6,-6,9,0.0
Fc1ccc(C(c2nnnn2Cc2cccs2)N2CCN(C3CCCCC3)CC2)cc1 (stereo not drawn),2,-8,-3,-12,3,-1,-5,-1,1.0
Cc1[nH]n(-c2ccccc2)c(=O)c1N=Nc1ccccc1C(=O)O,4,3,18,2,-2,-13,1,-6,-0.3
Cc1ccc(-n2nnnc2CSc2nnc(-c3ccc(O)cc3)o2)cc1,-1,-7,1,7,9,-4,-9,5,0.3
Cc1nc(-c2ccc(Cl)cc2)sc1C1(C)CC(c2cccc(F)c2)=NO1 (stereo not drawn),8,-1,-13,1,1,12,3,-5,7.6
COC(=O)[C@@]1(Sc2ccc(C)cc2)CC(=O)N[C@@H]1c1ccco1,-13,5,·,-1,2,·,11,-18,·
CC(C)(C)C(=O)Nc1nnc(CC(=O)NCc2ccccc2)s1,-7,-4,2,-4,1,-2,3,-11,-0.8
CCCn1c(N)c(Sc2ccccc2)c(=O)n(CCC)c1=O,4,1,5,1,1,-7,11,11,-2.3
CC(C)(C)c1ccc(OCCCC(=O)NNC(=O)c2ccccc2O)cc1,10,-7,-3,0,9,1,-1,-11,-0.2
Cc1nc2ccc(S(=O)(=O)N3CCCCC3)cc2s1,22,-6,15,-3,1,-6,-4,-8,2.1
CC(=O)Nc1sc(C)c(C)c1C(=O)OCC(=O)NCc1ccccc1,2,-2,8,5,1,-3,12,-7,-0.6
CCc1noc(C)c1C(=O)OCC(=O)N(CC)c1c(N)n(Cc2ccccc2)c(=O)[nH]c1=O,-1,8,11,-3,1,-11,9,-7,-1.8
CCc1nc(CN2CCN(c3cc(C(F)(F)F)ccn3)CC2)c(C)[nH]1,8,-7,2,-8,3,-6,-7,2,-2.9
N#Cc1ccc(C(=O)N2CCN(S(=O)(=O)c3ccc(Br)s3)CC2)cc1,-5,-4,-4,0,5,5,-4,-1,-0.2
CCCC(=O)Nc1ccc(NC(=O)c2ccccc2)nc1,-6,14,25,4,2,-29,2,1,0.3
Cc1cc(-c2nnc(CCC(=O)N(C)Cc3ccsc3)o2)no1,-5,-4,9,-1,1,-5,-1,1,1.1
Cc1ccc(S(=O)(=O)NN=Cc2c(O)ccc3ccccc23)cc1,4,2,-10,-1,0,17,-8,15,-1.4
CCOC(=O)CSc1nc2c(cnn2-c2ccc(Cl)cc2)c(=O)[nH]1,1,1,6,-4,0,-6,6,-16,-3.9
COc1ccc2oc(=N)c(C(=O)Nc3ccccc3)cc2c1,-9,-2,2,-2,0,-3,5,4,-1.3
CCN(CC(=O)NCc1ccc2c(c1)OCO2)S(=O)(=O)c1ccc(F)cc1,8,-5,-1,0,0,4,-5,-3,1.1
CN(CC(=O)Nc1cccc(F)c1)C(=O)c1ccc(COc2ccccc2)o1,-5,-1,8,4,3,-9,-5,-3,0.9
CCC1CCCCN1CCCNC(=O)Cn1ncc2c([nH]c3ccc(C)cc32)c1=O (stereo not drawn),2,-6,-4,-7,1,4,9,-9,1.8
CCCNc1cc(=S)nc(N)[nH]1,1,3,7,-5,2,-11,3,12,22
C#CCN(C[C@H]1[C@H](OC(=O)NC2CCCC2)[C@H](OC(=O)NC2CCCC2)C[C@@H](C(=O)OC)[C@H]1C(=O)OC)S(=O)(=O)c1ccc(C)cc1,1,1,-4,0,0,-2,2,-5,-2.1
COc1ccccc1C(=O)Nc1cccc(NC(C)=O)c1,-1,-14,-2,-3,1,3,5,0,-2.2
Cn1c(SCC(=O)N2c3ccccc3CCc3ccccc32)nnc1-c1ccc(O)cc1,6,-2,-4,-2,0,10,-1,7,4.6
CN1C(=O)C2C3c4ccccc4C(c4ccccc43)[C@@H]2C1=O (stereo partly drawn),6,3,12,-6,1,-6,3,6,-6.7
Cc1cc(C)n(-c2nc3sc4c(c3c3nnc(SCC(N)=O)n23)CC(C)(C)OC4)n1,4,-8,-3,7,2,-8,7,-4,1.1
Cc1ccc(-c2cc(C(=O)NC3CCN(Cc4ccccc4)CC3)c3ccccc3n2)cc1,1,-2,11,1,1,-7,2,-3,-1.2
C[C@@H]1CN([C@@H](C)CO)C(=O)c2cc(Br)cnc2O[C@H]1CN(C)Cc1cccc(C(=O)O)c1,-7,5,3,3,0,-5,-2,0,6.1
Cc1cc(O)ccc1NC(=O)Cc1cccc2ccccc12,-16,0,17,0,1,-20,3,7,2.0
CCC(C)Sc1cc(-c2nc3ccccn3c2NC2CCCCC2)ccc1OC (stereo not drawn),14&5,-19&-10,-18,-5&0,5&2,28,-9&-5,55*!,1.8

# Six structures from above, sorted by molecular weight, low to high.
SMILES,M5 antag,CHRM5 PAM,CHRM1 PAM,CHRM5 agonist,M4 ag,CHRM1 antagonist,M4 PAM,M4 antag,CRFBP-R2 agonist
CCCC(=O)Nc1ccc(NC(=O)c2ccccc2)nc1,-6,14,25,4,2,-29,2,1,0.3
Cc1cc(O)ccc1NC(=O)Cc1cccc2ccccc12,-16,0,17,0,1,-20,3,7,2.0
CN(CC(=O)Nc1cccc(F)c1)C(=O)c1ccc(COc2ccccc2)o1,-5,-1,8,4,3,-9,-5,-3,0.9
CCN(CC(=O)NCc1ccc2c(c1)OCO2)S(=O)(=O)c1ccc(F)cc1,8,-5,-1,0,0,4,-5,-3,1.1
CCC(C)Sc1cc(-c2nc3ccccn3c2NC2CCCCC2)ccc1OC (stereo not drawn),14&5,-19&-10,-18,-5&0,5&2,28,-9&-5,55*!,1.8
Cc1ccc(-c2cc(C(=O)NC3CCN(Cc4ccccc4)CC3)c3ccccc3n2)cc1,1,-2,11,1,1,-7,2,-3,-1.2
